BioA inh: inhibitors of Mycobacterium tuberculosis BioA enzyme. purified M. tuberculosis BioA enzyme, plate reader. inhibition, % at 9.99 µM. actives 0.096% (n = 360,000); in the data active means inhibition above about 40%
The depositor's hits bear a star. These rows are one share of the data (hit frequency here may not be typical).

SMILES | BioA inh
C[C@@H]1CCCCO[C@H](CN(C)S(C)(=O)=O)[C@H](C)CN([C@@H](C)CO)C(=O)c2cc(NS(=O)(=O)c3cn(C)cn3)ccc2O1 | 2.5
COc1ccc(CN(C)C[C@@H]2OCCCC[C@@H](C)Oc3ccc(NS(=O)(=O)c4cccs4)cc3C(=O)N([C@H](C)CO)C[C@@H]2C)cc1 | 0.2
CO[C@H]1CC[C@H]2CCN(C)C(=O)[C@H](C)[C@H](OC)CN(C)C(=O)c3cc(C#N)ccc3OC[C@@H]1O2 | -3.4
C[C@@H]1CN([C@H](C)CO)C(=O)Cc2cc(NS(=O)(=O)c3ccc(Cl)cc3)ccc2O[C@H]1CN(C)Cc1ccccc1 | 0.0
Cc1ccc(S(=O)(=O)N(C)C[C@H]2Oc3ccc(NS(=O)(=O)c4c(C)noc4C)cc3CC(=O)N([C@@H](C)CO)C[C@H]2C)cc1 | -3.0
C[C@H](CO)N1C[C@H](C)[C@H](CN(C)Cc2ccc(C(F)(F)F)cc2)Oc2c(NC(=O)Nc3ccc(C(F)(F)F)cc3)cccc2C1=O | 0.2
COc1ccccc1NC(=O)N[C@H]1CC[C@H](CCNC(=O)Cc2ccccn2)O[C@H]1CO | -3.6
Cc1ccc(S(=O)(=O)N(C)C[C@@H]2OCCCC[C@@H](C)Oc3ccc(NS(=O)(=O)c4cccs4)cc3C(=O)N([C@@H](C)CO)C[C@@H]2C)cc1 | 5.6
O=C(Nc1ccccc1)N1CCCCN2[C@H](CO)[C@H](c3ccc(C#Cc4cccnc4)cc3)[C@H]2C1 | 4.8
C[C@H]1CN([C@@H](C)CO)C(=O)c2cccc(NC(=O)Nc3ccc4c(c3)OCO4)c2O[C@@H]1CN(C)C(=O)Nc1ccccc1 | 2.5
O=C(N[C@H]1CC[C@@H](CCNS(=O)(=O)c2ccccc2)O[C@H]1CO)c1cccnc1 | -1.6
CS(=O)(=O)Nc1ccc2c(c1)[C@@H]1C[C@H](CC(=O)NC3CCCCC3)O[C@@H](CO)[C@@H]1O2 | 0.4
CO[C@@H]1CN(C)C(=O)c2cc(NC(=O)C3CC3)ccc2OC[C@@H](C)N(C(=O)Cc2ccccn2)C[C@H]1C | 15.9
C[C@@H]1CN([C@@H](C)CO)C(=O)c2cc(NS(=O)(=O)c3ccc(Cl)cc3)ccc2O[C@@H](C)CCCCO[C@H]1CN(C)C(=O)c1ccncc1 | 0.5
COc1cccc(CNC(=O)[C@@H]2[C@@H](CO)[C@@H]3Cn4c(cccc4=O)[C@H]2N3C(=O)C2CC2)c1 | -1.5
C[C@H]1CCCCO[C@H](CN(C)C(=O)Cc2ccccc2)[C@@H](C)CN([C@@H](C)CO)C(=O)c2cc(NC(=O)c3ccccc3)ccc2O1 | -4.0
C[C@@H]1CCCCO[C@@H](CN(C)C)[C@H](C)CN([C@H](C)CO)C(=O)c2cc(NS(=O)(=O)c3cn(C)cn3)ccc2O1 | -1.7
COc1ccc(S(=O)(=O)N(C)C[C@@H]2OCCCC[C@@H](C)Oc3ccc(NS(=O)(=O)c4c(C)noc4C)cc3C(=O)N([C@H](C)CO)C[C@@H]2C)cc1 | -0.3
COCC(=O)N(C)C[C@H]1Oc2cc(C3=CCCC3)ccc2S(=O)(=O)N([C@H](C)CO)C[C@@H]1C | -0.3
CN(C)C(=O)C[C@@H]1CC[C@@H](NC(=O)NC2CCCC2)[C@@H](CO)O1 | -2.0
COCC(=O)N1C[C@H](C)[C@@H](OC)CN(C)C(=O)c2cc(NC(=O)c3cc(C)on3)ccc2OC[C@@H]1C | -1.6
C[C@H]1CN([C@@H](C)CO)C(=O)c2cccc(NC(=O)Nc3ccc(F)cc3)c2O[C@H]1CN(C)CC1CCCCC1 | 1.9
CCC(=O)N1C[C@@H]2[C@H](c3ccccc31)[C@H](CO)N2Cc1ccccc1Cl | 3.8
C[C@H](O)C#Cc1cnc2c(c1)C(=O)N([C@H](C)CO)C[C@H](C)[C@H](CN(C)Cc1cncnc1)O2 | -0.2
CC(C)OC(=O)N(C)C[C@H]1OCc2ccccc2-c2c(n(C)c3ccccc23)C(=O)N([C@H](C)CO)C[C@@H]1C | 1.6

Taken from the listing (seven entries):
SMILES | BioA inh
C[C@@H]1CCCCO[C@H](CN(C)S(C)(=O)=O)[C@H](C)CN([C@@H](C)CO)C(=O)c2cc(NS(=O)(=O)c3cn(C)cn3)ccc2O1 | 2.5
COc1ccc(CN(C)C[C@@H]2OCCCC[C@@H](C)Oc3ccc(NS(=O)(=O)c4cccs4)cc3C(=O)N([C@H](C)CO)C[C@@H]2C)cc1 | 0.2
CO[C@H]1CC[C@H]2CCN(C)C(=O)[C@H](C)[C@H](OC)CN(C)C(=O)c3cc(C#N)ccc3OC[C@@H]1O2 | -3.4
C[C@@H]1CN([C@H](C)CO)C(=O)Cc2cc(NS(=O)(=O)c3ccc(Cl)cc3)ccc2O[C@H]1CN(C)Cc1ccccc1 | 0.0
Cc1ccc(S(=O)(=O)N(C)C[C@H]2Oc3ccc(NS(=O)(=O)c4c(C)noc4C)cc3CC(=O)N([C@@H](C)CO)C[C@H]2C)cc1 | -3.0
C[C@H](CO)N1C[C@H](C)[C@H](CN(C)Cc2ccc(C(F)(F)F)cc2)Oc2c(NC(=O)Nc3ccc(C(F)(F)F)cc3)cccc2C1=O | 0.2
COc1ccccc1NC(=O)N[C@H]1CC[C@H](CCNC(=O)Cc2ccccn2)O[C@H]1CO | -3.6

Additional results
SMILES | BioA inh
Cc1noc(C)c1S(=O)(=O)N(C)C[C@H]1Oc2ccc(NC(=O)Cc3cn(C)c4ccccc34)cc2CC(=O)N([C@@H](C)CO)C[C@H]1C | -1.7
C[C@@H]1CN([C@@H](C)CO)C(=O)c2cccc(NS(=O)(=O)c3cccs3)c2O[C@H]1CN(C)C | 22.8
C[C@H]1CCCCO[C@H](CN(C)Cc2ccc(C(F)(F)F)cc2)[C@@H](C)CN([C@@H](C)CO)C(=O)c2cc(NC(=O)C3CCCCC3)ccc2O1 | -0.1
C[C@@H]1CN([C@H](C)CO)C(=O)c2cc(C#Cc3ccc(F)cc3)cnc2O[C@H]1CN(C)Cc1ccccn1 | 0.3
C[C@@H]1CN([C@H](C)CO)C(=O)Cc2cc(NC(=O)Nc3ccccc3)ccc2O[C@@H]1CN(C)C | -1.4
Cc1noc(C)c1NC(=O)N(C)C[C@H]1OCCCC[C@@H](C)Oc2ccc(NC(=O)NC(C)C)cc2C(=O)N([C@H](C)CO)C[C@H]1C | 2.5
C[C@@H]1CCCCO[C@H](CN(C)Cc2ccc(C(F)(F)F)cc2)[C@H](C)CN([C@H](C)CO)C(=O)c2cc(N(C)C)ccc2O1 | 0.0
CCCC(=O)Nc1ccc2c(c1)C(=O)N(C)C[C@H](OC)[C@@H](C)CN(Cc1cncnc1)[C@@H](C)CO2 | 1.0
CCNC(=O)[C@@H]1[C@@H](CO)[C@@H]2Cn3c(ccc(/C=C/c4ccccc4)c3=O)[C@H]1N2CC | -1.7
COCCNC(=O)C[C@@H]1C=C[C@H](NC(=O)NC2CCCC2)[C@H](CO)O1 | -3.0
COc1ccc(NC(=O)N(C)C[C@@H]2Oc3ncc(-c4ccc(F)cc4)cc3C(=O)N([C@H](C)CO)C[C@@H]2C)cc1 | 2.3
C[C@@H]1CN([C@@H](C)CO)C(=O)c2cc(NS(=O)(=O)c3ccc(F)cc3)ccc2O[C@@H](C)CCCCO[C@H]1CN(C)C(=O)c1ccncc1 | -1.0
C[C@@H]1CN([C@@H](C)CO)C(=O)c2cc(C#CC3CCCCC3)cnc2O[C@H]1CN(C)S(=O)(=O)c1ccc(F)cc1 | -6.9
C[C@@H]1CN([C@H](C)CO)C(=O)Cc2cc(NC(=O)Nc3cccc4ccccc34)ccc2O[C@@H]1CN(C)Cc1ccc(C(=O)O)cc1 | -1.1
C[C@H](CO)N1C[C@H](C)[C@@H](CN(C)S(=O)(=O)c2ccccc2)Oc2ccc(NC(=O)Nc3ccc(F)cc3)cc2CC1=O | -3.9
CCNC(=O)[C@H]1[C@H](CO)[C@H]2Cn3c(ccc(C4=CCCC4)c3=O)[C@@H]1N2Cc1ccncc1 | -1.8
C[C@@H]1CN([C@H](C)CO)C(=O)c2cc(NC(=O)C3CCCCC3)ccc2O[C@@H](C)CCCCO[C@@H]1CN(C)S(=O)(=O)c1ccc(Cl)cc1 | -1.9
C[C@H]1CN([C@@H](C)CO)C(=O)c2cccc(NC(=O)c3nc4ccccc4s3)c2O[C@@H]1CN(C)C(=O)Nc1ccc2c(c1)OCO2 | 1.1
CCCNC(=O)Nc1ccc2c(c1)OC[C@H](C)NC[C@H](C)[C@@H](OC)CN(C)C2=O | -0.6
CN1CCN(C(=O)C[C@H]2C[C@@H]3c4cc(NC(=O)Nc5ccccc5F)ccc4O[C@@H]3[C@@H](CO)O2)CC1 | -4.0
CO[C@@H]1CN(C)C(=O)c2ccc(NS(=O)(=O)c3ccccc3)cc2OC[C@H](C)N(Cc2ccccn2)C[C@@H]1C | 0.0
COc1ccccc1-c1cccc(-c2nc(C(=O)N3CCN(C)CC3)cc3c2[C@@H](CCO)N([S@](=O)C(C)(C)C)C3)c1 | -2.0
CCC(=O)N[C@H]1CC[C@@H](CCn2cc(CN(C)C)nn2)O[C@H]1CO | 1.1
CC(C)c1cn(CC[C@H]2CC[C@@H](NC(=O)C3CCCC3)[C@@H](CO)O2)nn1 | -1.9
COc1ccc(CN(C)C[C@@H]2Oc3c(NS(=O)(=O)c4ccc(F)cc4)cccc3C(=O)N([C@@H](C)CO)C[C@@H]2C)cc1 | -0.5

New compounds follow
SMILES | BioA inh
CCCN(C)C[C@@H]1OCCCC[C@@H](C)Oc2ccc(NS(=O)(=O)c3cccs3)cc2C(=O)N([C@@H](C)CO)C[C@@H]1C | 0.8
CCCN1C[C@H](C)[C@H](OC)CN(C)C(=O)c2cc(NC(=O)c3cnccn3)ccc2OC[C@H]1C | -0.1
Cc1ccccc1S(=O)(=O)N1[C@H](C#N)[C@@H](c2ccc(-c3ccccc3)cc2)[C@@H]1CO | -3.5
CCC(=O)NC[C@@H]1[C@@H](c2ccc(-c3ccccc3)cc2)[C@H](CO)N1C(=O)C1CC1 | 1.8
C[C@@H]1CCCCO[C@@H](CN(C)C(=O)Nc2ccc3c(c2)OCO3)[C@H](C)CN([C@H](C)CO)C(=O)c2cc(NC(=O)c3ccncc3)ccc2O1 | -2.9
C[C@@H]1CN([C@H](C)CO)C(=O)c2cc(NC(=O)Nc3ccc4c(c3)OCO4)ccc2O[C@@H]1CN(C)CC1CCCCC1 | 0.7
Cc1cccc(CN(C)C[C@@H]2Oc3ncc(C#Cc4ccccc4)cc3C(=O)N([C@H](C)CO)C[C@@H]2C)c1 | -1.2
CO[C@@H]1CN(C)C(=O)c2cc(NC(C)=O)ccc2OC[C@@H](C)N(S(C)(=O)=O)C[C@H]1C | 0.1
O=C(Nc1ccc(Cl)cc1)N1C[C@H]2[C@@H](c3ccccc31)[C@@H](CO)N2CC1CCCCC1 | -2.2
COc1ccc(CN2[C@H](CO)[C@H]3c4ccccc4N(C(=O)NC(C)C)C[C@H]32)cc1 | 0.2
COCCNC(=O)C[C@@H]1C[C@@H]2c3cc(NC(=O)COC)ccc3O[C@@H]2[C@H](CO)O1 | -1.0
C[C@@H]1CN([C@@H](C)CO)S(=O)(=O)c2ccc(C#CC3CC3)cc2O[C@H]1CN(C)Cc1ccccn1 | 5.8
COc1ccc(C#Cc2ccc3c(c2)[C@]2(C(=O)N3)[C@H](C(=O)N3CCc4cc(OC)c(OC)cc4C3)[C@H]3C(=O)O[C@H](c4ccccc4)[C@H](c4ccccc4)N3[C@@H]2c2ccccc2OCCO)cc1 | -0.3
COc1ccc(-c2cnc3c(c2)C(=O)N([C@H](C)CO)C[C@H](C)[C@H](CN(C)Cc2ccc(F)cc2)O3)cc1 | 8.7
C[C@H]1CN([C@@H](C)CO)C(=O)c2cc(/C=C/c3ccccc3)cnc2O[C@H]1CN(C)S(=O)(=O)c1cn(C)cn1 | -0.6
O=C(C[C@H]1C[C@H]2c3cc(NS(=O)(=O)c4ccc(F)cc4)ccc3O[C@H]2[C@H](CO)O1)NCc1cccnc1 | 2.6
C[C@H]1CCCCO[C@@H](CN(C)S(=O)(=O)c2ccc(Cl)cc2)[C@@H](C)CN([C@@H](C)CO)C(=O)c2cc(NS(=O)(=O)c3cn(C)cn3)ccc2O1 | 3.2
C[C@@H]1CN([C@@H](C)CO)S(=O)(=O)c2ccc(-c3ccccc3)cc2O[C@H]1CN(C)C(=O)CN(C)C | -2.7
O=C(C[C@@H]1C[C@@H]2c3cc(NC(=O)C4CCOCC4)ccc3O[C@@H]2[C@H](CO)O1)NCc1cccnc1 | 0.0
CO[C@@H]1CN(C)C(=O)c2ccc(NC(=O)c3ccccc3F)cc2OC[C@@H](C)N(C(=O)c2ccccc2F)C[C@@H]1C | 0.1
CO[C@H]1CC[C@H]2CCOc3ccc(C#N)cc3C(=O)N(C)C[C@H](c3ccccc3)CC(=O)N(C)C[C@H]1O2 | 0.3
CCC(=O)Nc1ccc2c(c1)C(=O)N(C)[C@@H]1CC[C@H](CC(=O)N[C@@H](C)c3ccccc3)O[C@@H]1CO2 | -0.9
C[C@H]1CN([C@@H](C)CO)C(=O)c2cc(NC(=O)Nc3ccc4c(c3)OCO4)ccc2O[C@H]1CN(C)C(=O)NC1CCCCC1 | 1.1
Cc1ccc(S(=O)(=O)Nc2ccc3c(c2)C(=O)N([C@H](C)CO)C[C@@H](C)[C@@H](CN(C)C(=O)c2ccccc2)OCCCC[C@@H](C)O3)cc1 | 1.7
COc1cccc(NC(=O)N(C)C[C@@H]2Oc3ncc(C#Cc4ccccc4)cc3C(=O)N([C@@H](C)CO)C[C@H]2C)c1 | -1.7
O=C(Cc1ccccc1)N1CCCCN2[C@H](CO)[C@H](c3ccc(-c4ccccc4)cc3)[C@H]2C1 | 9.2
C[C@H](O)C#Cc1ccc([C@H]2[C@@H](CO)N3CCCCN(C(=O)Nc4ccccc4)C[C@@H]23)cc1 | -1.3

Looked up by compound from the list above (2):
SMILES | BioA inh
C[C@H]1CN([C@@H](C)CO)C(=O)c2cc(NC(=O)Nc3ccc4c(c3)OCO4)ccc2O[C@H]1CN(C)C(=O)NC1CCCCC1 | 1.1
Cc1ccccc1S(=O)(=O)N1[C@H](C#N)[C@@H](c2ccc(-c3ccccc3)cc2)[C@@H]1CO | -3.5
